Screening data from PubChem BioAssay.
hcGAS inh = inhibitors of human cGAS; recombinant h-cGAS, ATP depletion, Kinase-Glo luminescence; 0.081% of 290,000 active; Q8N884; inhibition, % at 12.5 µM;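 further: 0% = vehicle reaction and 100% = reaction without DNA for no activity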
Target sequence (Q8N884 whole entry, looked up): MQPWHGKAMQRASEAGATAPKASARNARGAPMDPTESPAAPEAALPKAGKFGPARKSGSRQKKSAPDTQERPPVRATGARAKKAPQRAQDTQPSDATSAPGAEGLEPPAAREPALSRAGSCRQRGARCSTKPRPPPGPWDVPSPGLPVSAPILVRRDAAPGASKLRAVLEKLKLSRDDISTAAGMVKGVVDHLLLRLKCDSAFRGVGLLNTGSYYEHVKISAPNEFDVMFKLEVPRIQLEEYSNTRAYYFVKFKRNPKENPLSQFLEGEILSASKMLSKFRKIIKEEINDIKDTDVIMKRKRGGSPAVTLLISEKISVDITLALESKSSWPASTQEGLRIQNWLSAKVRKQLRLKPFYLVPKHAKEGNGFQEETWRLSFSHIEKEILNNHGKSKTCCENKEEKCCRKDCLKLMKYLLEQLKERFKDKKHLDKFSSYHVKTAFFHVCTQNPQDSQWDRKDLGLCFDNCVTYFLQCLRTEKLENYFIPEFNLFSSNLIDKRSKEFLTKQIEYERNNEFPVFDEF
NPYLR7 ag = mosquito NPYLR7 agonism. HEK293T NPYLR7/Galpha15, GCaMP6s calcium fluorescence. AID 1259423. 0.15% of 270,000 active. activation, % at 10 µM; in the data active means activation above about 40%;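 further: 0% = vehicle and 100% = reference agonist at the receptor; some compounds past the cut are filed as inactive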
mcGAS lum = blocks mouse cGAS activity; 0.15% of 160,000 active; AID 1259399; inhibition, % at 12.5 µM; recombinant cGAS, Kinase-Glo ATP depletion luminescence; Q8C6L5;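 further: 0% = negative control wells and 100% = reference inhibitor with no enzyme activity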
An asterisk follows results filed as active; . = no result given; & = joins results of further samples. Unless noted, no stated cut-off is given here; in the data, active means inhibition above about 40%; inactive means the rest.

smiles,hcGAS inh,NPYLR7 ag,mcGAS lum
COCCNC(=O)c1cccc(CSc2nc(-c3ccccc3)cc(N(C)C)n2)c1,-2,15,-5
CCN(CC)CCCC(C)NC(=O)CCN(CCCOC)C(=O)c1cnc(C)cn1 (stereo unspecified),-6,.,-4
CCOc1ccc(N(CN2C(=O)c3ccccc3C2=O)C(=O)C(C)C)cc1,-8&-8,-6,-7
Cc1cnc(NC(=O)CC23CC4CC(CC(C4)C2)C3)s1,-9,11,-6
O=C(CN1c2cccc3cccc(c23)S1(=O)=O)Nc1ccccc1C(=O)NC1CCCC1,-6,9,-7
O=C(c1cc(COc2cccc(C(F)(F)F)c2)on1)N1CCCC(CCCO)C1 (stereo unspecified),-6,-3,-4
Cc1cc(S(=O)(=O)N2CCC(C(N)=O)CC2)c(C)cc1Cl,-9,9,.
Cc1oc(-c2cccc(C(F)(F)F)c2)nc1CC(=O)N1CCC[C@H]1C(=O)N1CCC(C(=O)N2CCOCC2)CC1,-4,10,-5
Cc1nc(C)c(Cc2ccc([N+](=O)[O-])cc2)c(N2CCN(C(=O)c3ccc(F)cc3)CC2)n1,5,.,3
CCCCC(CC)C(=O)N(Cc1ccc(OC)c(OS(=O)(=O)c2cccc(C(F)(F)F)c2)c1)CC(C)C (stereo unspecified),-1,.,-3

Molecules listed so far that contain a CF3 group (3):
smiles,hcGAS inh,NPYLR7 ag,mcGAS lum
O=C(c1cc(COc2cccc(C(F)(F)F)c2)on1)N1CCCC(CCCO)C1 (stereo unspecified),-6,-3,-4
Cc1oc(-c2cccc(C(F)(F)F)c2)nc1CC(=O)N1CCC[C@H]1C(=O)N1CCC(C(=O)N2CCOCC2)CC1,-4,10,-5
CCCCC(CC)C(=O)N(Cc1ccc(OC)c(OS(=O)(=O)c2cccc(C(F)(F)F)c2)c1)CC(C)C (stereo unspecified),-1,.,-3

A different layout for 3 compounds above.
Molecule: O=C(CN1c2cccc3cccc(c23)S1(=O)=O)Nc1ccccc1C(=O)NC1CCCC1
  hcGAS inh: -6 | NPYLR7 ag: 9 | mcGAS lum: -7
Molecule: CCOc1ccc(N(CN2C(=O)c3ccccc3C2=O)C(=O)C(C)C)cc1
  hcGAS inh: -8&-8 | NPYLR7 ag: -6 | mcGAS lum: -7
Molecule: CCN(CC)CCCC(C)NC(=O)CCN(CCCOC)C(=O)c1cnc(C)cn1 (stereo unspecified)
  hcGAS inh: -6 | NPYLR7 ag: . | mcGAS lum: -4

New compounds follow
smiles,hcGAS inh,NPYLR7 ag,mcGAS lum
COC(=O)c1cccc2c1CCCN2S(=O)(=O)c1ccc(C)c(C)c1,-8,8,.
CC(C)(C(=O)Nc1cnc2ccccc2c1)n1cc(-c2cccnc2)cn1,-6,7,-9
COC(=O)c1ccc(S(=O)(=O)Nc2cc(CC(C)C)[nH]n2)cc1C,-5,0,-14
COCCCN(CC(=O)N1CCc2sccc2C1c1ccc(OC)cc1)C(=O)/C=C/c1ccccc1 (stereo unspecified),1,7,-3
CC(=O)c1c(C)nn(CC(=O)N(C)Cc2noc(C)n2)c1C,-1,-1,-9
O=C(O)c1cc2ccccc2c(=O)s1,2,4,.
Nc1nccc(-c2ccc3noc(-c4ccc(Cl)cc4)c3c2)n1,-6,8,.
COc1cc(CN2CCN(c3nc(Cc4ccc(C)cc4)nc4c3c(C)nn4-c3ccccc3)CC2)cc(OC)c1,-4,7,-5
CC(C)c1n[nH]c2c1CN(C(=O)CCc1c[nH]c3ccccc13)CC2,-3,2,.
CCCCc1ccc(C(=O)N2CCN(C(C(=O)NCc3ccccn3)C3CCCC3)CC2)cc1 (stereo unspecified),-3,-3,.
COc1ccccc1-n1cc(CN2CCC(CNC(C)=O)C2)cn1 (stereo unspecified),-7,5,.
Cc1cc(/C=N\O)c(C)n1-c1ccc(-c2ccccc2)cc1,-5,-11,-7
NC(=O)CNCCC(c1ccccc1)c1ccccc1,-5,-8,-3
COC(=O)C(NC(=O)Cc1ccc(F)cc1)c1ccccc1 (stereo unspecified),1,-5,.
CCN(CC)CCNc1cccc(Br)c1,-9,8,.
Cc1ccc2c(c1)NC(c1ccco1)C1C(=O)CC(C)(C)CC1=N2 (stereo unspecified),-2,15,-4
O=C(CNC(=O)NC1CCc2cc(F)ccc21)Nc1cccnc1 (stereo unspecified),-8,-2,-14
CC1(C)CC(=O)c2c(oc3c2cc(NS(=O)(=O)c2ccc(Cl)c([N+](=O)[O-])c2)c2ccccc23)C1,-3,-5,-4
CN(C(=O)c1ccc(NCc2ccncc2)cc1)C1Cc2ccccc2C1,-1,5,-9
O=C(O)CC1OC(=O)c2ccccc21 (stereo unspecified),-2,1,.
CCn1cc(S(=O)(=O)c2ccc(OC)cc2)c(=O)c2cc(F)c(N3CCC(C)CC3)cc21,-1,16,-6
NC(=O)C1(N2CCCCC2)CCN(C(=O)CCCn2c(=O)[nH]c3ccccc3c2=O)CC1,-1,-3,.
C1CCCN(c2nc3nonc3nc2NCCN2CCOCC2)CC1,-1,9,.
O=C(CSc1ccc2nnc(CCNC(=O)c3ccc(F)cc3)n2n1)NCc1ccco1,3,-18,0
CN(C)C1CCCN(C(=O)Cc2ccccc2O)CC1 (stereo unspecified),-2,-1,.
Cc1ccc(NC(=O)CNc2ccn(CC(N)=O)n2)c(Br)c1,-5,7,.
Cc1ccc(Nc2ccc(N3CCN(S(=O)(=O)c4cc(C)c(C)cc4C)CC3)nn2)cc1,-8,-2,-8
Cc1ccc(-n2ncc3c(C)nn(CC#N)c(=O)c32)cc1C,-4,7,.
O=C(NC1CCSc2ccccc21)c1cc(=O)[nH]c2ccccc12 (stereo unspecified),-7&-7,4,1
CCN(CC)C(=O)Oc1ccc2c(ccn2Cc2cc(F)ccc2C)c1-c1ccc(F)c(F)c1,-4,12,-7
COc1cc(OC)cc(C(=O)Nc2c(C)nc3scc(C)n3c2=O)c1,-1,10,-1
Cc1cccc(NC(=O)C(C)OC(=O)C2=CN3CCS(=O)(=O)N=C3C=C2)c1 (stereo unspecified),-3,2,.
CC(Oc1ccccc1)C(=O)N1CCN=C1SCc1cccnc1 (stereo unspecified),-7,-3,.
CN(c1ccc(Br)cc1F)S(=O)(=O)c1c[nH]c(C(=O)O)c1,-8,6,.
C/C(=N/N=C1\NC(=O)C(CC(=O)Nc2ccccc2C)S1)c1ccccc1 (stereo unspecified),-13,3,.
COc1ccc2oc(=O)c(-c3nnc(-c4ccc(Br)cc4)o3)cc2c1,-3,3,-7
CCCc1c(C)nn(-c2ccc(C(=O)NCC3CCCCC3)cc2)c1C,-4,-10,-3
O=C(c1c(F)cccc1F)N1CCCN(c2nc3ccccc3nc2-c2ccccc2)CC1,2,0,1
CC(C)C(=O)NCc1ccc(-c2ccc(Br)cc2)o1,-6,2,-5
Cc1cc(NC(=O)C(C)Oc2ccccc2)n(-c2nc3c(c(=O)[nH]2)CCC3)n1 (stereo unspecified),-6,2,-6

Ordered by SMILES length (ascending): some entries from above.
smiles,hcGAS inh,NPYLR7 ag,mcGAS lum
CC(C)C(=O)NCc1ccc(-c2ccc(Br)cc2)o1,-6,2,-5
CCCc1c(C)nn(-c2ccc(C(=O)NCC3CCCCC3)cc2)c1C,-4,-10,-3
CN(c1ccc(Br)cc1F)S(=O)(=O)c1c[nH]c(C(=O)O)c1,-8,6,.

The listing continues:
smiles,hcGAS inh,NPYLR7 ag,mcGAS lum
Cc1cc(C)c2cc(C(=O)OC(C)C(=O)N3CCCCCC3)[nH]c2c1 (stereo unspecified),-1,5,.
O=C(N/N=C\c1cccc(O)c1)c1cc(-c2ccccc2)nc2ccccc12,-2,8,-6
CCOc1cc(C#N)ccc1OCC(=O)N1CCC(C(N)=O)CC1,-4,7,.
CC(C)c1csc(CN2CCCC(CNS(=O)(=O)c3cccc4cccnc34)C2)n1 (stereo unspecified),-9,11,-13
CCN(CC)CCN1CCN(c2cncc(-c3cccc4ccccc34)n2)CC1,1,-7,1
COc1ccc(Nc2nc(NCCCn3ccnc3)nc3[nH]ncc23)cc1,-10,1,.
Cc1cnc(CNC(=O)CC(c2ccccc2)c2ccc3c(c2)OCO3)cn1 (stereo unspecified),-12,6,.
Oc1ccc(N2CCN(C(=S)NCCN3CCOCC3)CC2)cc1,-6,1,.
c1ccc(-n2nnnc2CSc2ncn[nH]2)cc1,-6,3,-4
CC1(C)CC(=O)CC(=NNC(=O)C2CCN(S(=O)(=O)c3cccs3)CC2)C1,-4,-9,.

An excerpt of these results, field by field.
> Cc1cnc(CNC(=O)CC(c2ccccc2)c2ccc3c(c2)OCO3)cn1 (stereo unspecified)
  hcGAS inh = -12; NPYLR7 ag = 6; mcGAS lum = .

> Oc1ccc(N2CCN(C(=S)NCCN3CCOCC3)CC2)cc1
  hcGAS inh = -6; NPYLR7 ag = 1; mcGAS lum = .

Later entries.
smiles,hcGAS inh,NPYLR7 ag,mcGAS lum
Cc1cc(-c2ccccc2)nc2cc(C(=O)N3CCOCC3)nn12,5,-10,1
COc1cccc(C2c3c(oc4cc(C)c(C)cc4c3=O)C(=O)N2c2cc(C)on2)c1 (stereo unspecified),-5,8,.
Cc1nc2ccccc2n1Cc1cc(C(=O)NCCN(C)C)n[nH]1,-1,17,-10
CC(NC(=O)CSc1nnc(-c2ccccc2)n1C)C1CC1 (stereo unspecified),-4,-1,-7
Cn1ccn2ncc(C(=O)NCCC(=O)Nc3nccs3)c12,-2,18,.
O=C(O)c1cc(=O)c2cc(Cl)ccc2o1,-6,1,16
COCCOCc1nc(C(C)C)nn1-c1ccc2c(c1)OCCO2,-6,.,-10
CCC(C)(C)c1ccc(S(=O)(=O)N2CCC(c3nc(-c4ccc(OC)cc4)no3)CC2)cc1,-2,25,-1
O=C(O)C[C@H]1CN(S(=O)(=O)C2CC2)C[C@H]1c1cn[nH]n1,-16,.,-6
CCN(CCN1CCOCC1)C(=O)c1cc2ccccc2o1,-2,-5,.
O=C(CC12CC3CC(CC(C3)C1)C2)NN=C1CCCC1,-4,-5,.
CCOc1cccc2cc(-c3nc4ccccc4[nH]3)c(=Nc3ccc(-c4ccccc4)cc3)oc12,-5,14,-7
Cc1cc(C)cc(NC(=O)Cn2nnc(C(=O)NCCc3ccccc3)c2N)c1,-1,9,0
Cc1ccc(CN(Cc2ccc(F)cc2)CC(O)COc2ccc(Cl)cc2)c(C)c1 (stereo unspecified),-4,.,-4
Nc1nc(CSc2ccccn2)nc(Nc2ccccc2)n1,-6,12,-4
O=C(Nc1cccc(F)c1)N1CCc2c([nH]c3ccccc23)C1c1ccc([N+](=O)[O-])c(Cl)c1 (stereo unspecified),-7,2,-2
O=C1/C(=C/c2ccc(-c3ccc([N+](=O)[O-])cc3)o2)C=C(c2ccccc2)N1c1ccc(F)cc1,-10,0,-6
COc1cc(-n2cnnn2)c(Cl)cc1C(=O)NCCC1CCCO1 (stereo unspecified),-2,0,.
C=CCn1ncc(CO)c1C,-2,0,.
COc1cccc(C(CN2CCN(S(=O)(=O)c3cc(C)ccc3F)CC2)OCc2cccc(Cl)c2)c1 (stereo unspecified),3,.,1
Cc1[nH]nc(-c2ccc(OCCN3CCC(C(N)=O)CC3)cc2O)c1-c1ccc(Cl)cc1,-7,1,-9
CCNC(=O)C1CCCN(c2nc3c(-c4ccc(C)cc4)csc3c(=O)[nH]2)C1 (stereo unspecified),1,-9,.
COCCOC(=O)C1=C(C)NC(=S)NC1c1cccs1 (stereo unspecified),-10,3,.
Cc1nc2n(n1)C(=O)C(C(c1ccco1)N1CCCC(C)C1)S2 (stereo unspecified),2,-11,-3
COC(=O)c1ccc2c(c1)nc(N1CCC3(CCCO3)CC1)n2C,-2,5,-4
CC(=O)c1c(C)[nH]c(C(=O)C(C#N)=Cc2ccc(Br)s2)c1C,-6,2,.
O=C1COc2cc(NCc3ccccc3C(F)(F)F)c(Cl)cc2N1,-3,3,.
CCOC(=O)N1CCN(C(=O)c2ccccc2SCc2ccsc2)CC1,-2,8,.
CCc1ccc(CN2CCC(Oc3cc(C(=O)NC4CC4)ccc3OC)CC2)cc1,2,5,.
Cc1noc(-c2ccccc2Cl)c1C(=O)NCCOc1ccccc1,-5,2,-8
COc1ccc(CC(=O)NCCc2cc3cc(C)c(C)cc3[nH]c2=O)cc1,-7,1,-7
CN(C(=O)c1cccs1)c1ccccc1-c1n[nH]c(Cc2ccccc2)n1,-4,-10,.
CC(C)NC(=O)N1CCN(C(C(=O)N2CCCC2)C2CCCC2)CC1 (stereo unspecified),2,-6,0
CCn1cc(CN2CCC(Oc3ccccc3C(=O)N3CCCCC3)CC2)c2ccccc21,-8,-3,-11
